# Source: PubChem
# Lamin A splicing – qHTS Assay for Modulators of Lamin A Splicing; HeLa LMNA splicing GFP/RFP minigene ratio, 48 h; Potency, µM (highest dose often 46.1 µM), for the others: top-dose ratio change, negative = inhibition, most hits filed as inhibitors; 200,000 compounds, 0.01% hits; AID 1487, 2009; active means well fitted inhibition curve with a large enough effect in the signal ratio, with a control signal flat, not every such curve was filed as active; inconclusive means small, poorly fitted or top-dose-only effect, or effect the other way, or a change in a side signal; the % refers to the signal ratio; further: potency means the concentration at half of the fitted maximal effect; on the % scale 0 is the no-effect control and ±100 the full control effect
#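 S3 HeLa cells stably expressing lamin A-EGFP splicing minigene plus DsRed2, 600 cells/well, 48 h compound exposure at 37C. Laser-scanning cytometry; analysed as GFP (500-530 nm)/RFP (575-640 nm) total intensity ratio; 0.5% DMSO vehicle.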
# Luc counter – Counterscreen for Luciferase (Kinase-Glo TM) Inhibition; Luciferin 4-monooxygenase (Photuris pensylvanica), Q27757; Kinase-Glo luciferase, ATP luminescence, 8 min; Potency, µM (titrated, usually from 38.3 µM), for inactives: at the top dose activity change, negative = inhibition, hits mostly inhibitors; 200,000 compounds, 0.28% hits; AID 1379, 2008; further: potency means the concentration at half of the fitted maximal effect; on the % scale 0 is the no-effect control and ±100 the full control effect; nearly all actives have a fitted effect of over 60% in size
#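 Compound is pinned into ATP-containing buffer (10 uM ATP, imidazole pH 7.2, 7 mM MgCl2). Kinase-Glo luciferase reagent is then added. Light output is recorded following an 8-min room-temperature incubation.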
# NPSR antagonist – qHTS Assay for Antagonists of the Neuropeptide S Receptor: cAMP Signal Transduction. CHO-NPSR cells, cAMP TR-FRET, antagonist mode. Potency, µM (top dose mostly 38.3 µM), for inactives: at the highest dose activity change, negative = inhibition, actives largely listed as inhibitors. 220,000 compounds, 1% hits. AID 1461, 2008; further: potency means the concentration at half of the fitted maximal effect; on the % scale 0 is the no-effect control and ±100 the full control effect; nearly all actives have a fitted effect of over 50% in size; many of its hits are not listed in these tables
# Target sequence (Q6W5P4 whole entry, looked up): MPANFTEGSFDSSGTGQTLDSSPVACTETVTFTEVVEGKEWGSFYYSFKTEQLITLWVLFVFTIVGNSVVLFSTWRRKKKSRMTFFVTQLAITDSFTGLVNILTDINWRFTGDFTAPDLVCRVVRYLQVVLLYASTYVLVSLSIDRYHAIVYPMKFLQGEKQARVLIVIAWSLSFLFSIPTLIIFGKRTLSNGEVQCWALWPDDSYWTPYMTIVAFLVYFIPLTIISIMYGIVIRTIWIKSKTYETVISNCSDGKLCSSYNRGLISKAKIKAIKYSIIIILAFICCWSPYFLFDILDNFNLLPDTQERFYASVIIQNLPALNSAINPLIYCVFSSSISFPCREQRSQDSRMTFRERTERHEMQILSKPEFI
# aGal spleen mod – qHTS Assay for Inhibitors and Activators of Human alpha-Galactosidase From Spleen Homogenate; 240,000 compounds, 0.008% hits; human spleen homogenate, 4MU-alpha-Gal fluorescence, 40 min; Potency, µM (doses to about 80 µM), for inactives: top-dose activity change, negative = inhibition, most hits filed as inhibitors;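 further: potency means the concentration at half of the fitted maximal effect; 0% = enzyme with vehicle and -100% = no enzyme basal signal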
# Target sequence (P06280 32-429 limits assumed): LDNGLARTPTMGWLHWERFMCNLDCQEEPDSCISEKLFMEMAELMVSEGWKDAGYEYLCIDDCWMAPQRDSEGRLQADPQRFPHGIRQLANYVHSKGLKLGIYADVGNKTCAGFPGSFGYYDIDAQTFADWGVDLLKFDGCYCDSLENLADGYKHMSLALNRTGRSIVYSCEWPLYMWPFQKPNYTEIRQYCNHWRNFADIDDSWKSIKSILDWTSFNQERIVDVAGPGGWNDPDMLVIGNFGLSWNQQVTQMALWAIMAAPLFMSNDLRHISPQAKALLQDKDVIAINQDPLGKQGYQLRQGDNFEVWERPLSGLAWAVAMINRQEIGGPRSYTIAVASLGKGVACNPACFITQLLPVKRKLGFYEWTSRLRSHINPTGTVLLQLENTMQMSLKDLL
#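 Fluorogenic readout (Ex 365/Em 440 nm) of 4-methylumbelliferone released from 1 mM 4-MU-alpha-galactoside by spleen homogenate, 40 min at 37C, pH 5.0. Data normalized to no-enzyme and enzyme controls; Hill-equation AC50 from compound titrations.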
# Epigenetic derep – Quantitative High-Throughput Screen for Regulators of Epigenetic Control; murine LDR cells, GFP reporter derepression, 30 h; Potency, µM (top dose mostly 53.9 µM), for inactives: at the highest dose GFP activation, most hits filed as activators; 280,000 compounds, 0.2% hits; further: potency means the concentration at half of the fitted maximal effect; % of control where 0% means no effect; nearly all actives have a fitted effect of over 60% in size
#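 In this reporter-derepression format, murine cells bearing a silenced integrated CMV-GFP locus incubate with test compound (30 h, 37 C), then are washed and imaged; fluorescent objects of 20–120 um count as induced cells.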
# IMPase Li cell – qHTS Assay for Identifying the Cell-Membrane Permeable IMPase Inhibitors: Potentiation with Lithium; CHO-M1 cells, IP1 TR-FRET (IP-One), carbachol + lithium; Potency, µM (top dose mostly 59.4 µM), for the others: top-dose activity, negative = IMPase inhibition, actives largely listed as inhibitors; 210,000 compounds, 0.35% hits;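 further: IP1 builds up when IMPase is blocked and the TR-FRET signal falls; potency means the concentration at half of the fitted maximal effect; plate controls were basal vehicle for no effect and high inhibitor control for full effect; nearly all actives have a fitted effect of over 50% in size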
#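 Concentration–response in CHO-M1 cells, lithium-potentiated; 30 min at 37C. IP1 detected by competitive TR-FRET after 10 min lysis at RT. Hill-fitted AC50.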
# CBFb-RUNX1 inh – qHTS Assay for Compounds Blocking the Interaction Between CBF-beta and RUNX1 for the Treatment of Acute Myeloid Leukemia | Runt-related transcription factor 1 (Homo sapiens) + Core-binding factor subunit beta … | AlphaScreen CBFb-His/RUNX1-biotin binding, biochemical | Potency, µM (top dose mostly 59.8 µM), for inactives: at the top dose activity, negative = inhibition, hits mostly inhibitors | 230,000 tested, under 10 active; further: % of control where 0% means no effect
#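 Interaction loss through any mechanism counts as activity. Pre-formed complex of His-CBF-beta and biotin-RUNX1 (30 nM apiece) is incubated with compound 15 min, then with 50 ng nickel and 50 ng streptavidin beads for 90 min before AlphaScreen detection.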
# * marks the source's active call; other numbers are inactive results; ? = inconclusive; / = not tested or not shown; & = joins results of further samples; [ ] = another dose, or the depositor's remark. Unless noted, the call rests on the fitted dose curve; in most records, active means well fitted curve in the direction sought with a large enough effect; inconclusive means small, poorly fitted or top-dose-only effect, or another doubt; inactive means no such curve, though single readings can be large; an effect the other way counts as inactive or inconclusive. A portion of the library; rates above refer to the full screens.
# Fields – CBFb-RUNX1 inh	IMPase Li cell	NPSR antagonist	aGal spleen mod	Epigenetic derep	Lamin A splicing	Luc counter
- COc1ccccc1NC1=C(N2CCCCC2)C(=O)c2ccccc2C1=O
  7%	17%	10%[46.1 µM]	1%	1.3%	?	-8%
- COCCCNC(=O)c1ccc(N2CCOCC2)c(NS(=O)(=O)c2ccc(OC)cc2)c1
  3%	24%[38.3 µM]	-4%[46.1 µM]	-5%	-1.0%	-6%	18%
- COc1cc(NC(=O)COC(=O)/C=C/c2ccccc2Cl)cc(OC)c1
  8%	0%	-5%	-1%	1.1%	-4%	2%
- CCc1cc2c(=O)n(-c3ccccc3)c(=S)[nH]c2s1
  2%	?	-19%[46.1 µM]	-7%	0.1%	10%	2%
- Cc1cccc(NC(=S)N2CCN(c3ccc(F)cc3)CC2)c1
  -5%	13%	-2%	1%	0.0%	1%[46 µM]	-1%
- Cc1ccc(N(Cc2cc3ccc(C)cc3[nH]c2=O)C(=O)c2cccs2)cc1
  12%	/	?	7%	0.0%	/	/
- Cc1nonc1OCCN1CCN(c2ccccc2[N+](=O)[O-])CC1
  2%	-3%	3%	9%	-1.4%	17%[46 µM]	2%
- COc1ccc(C)cc1NC(=O)CN(c1ccccc1F)S(C)(=O)=O
  0%	-10%[38.3 µM]	-10%[46.1 µM]	6%	1.1%	-5%	-6%
- O=C(NCc1ccc(Cl)cc1)c1csc(-c2cccnc2)n1
  6%	/	-24%	-5%	-1.0%	/	/
- O=S(=O)(Nc1cc(Cl)ccc1N1CCCCC1)c1cccs1
  8%	32%[activator][38.3 µM]	?	7%	4.8%	-16%	-2%
- Cn1c(C(=O)N2CCN(Cc3ccc4c(c3)OCO4)CC2)cc2c(=O)n(C)c3ccccc3c21
  -9%	5%[38.3 µM]	-15%[46.1 µM]	1%	-4.1%	-8%	4%
- O=C(CSc1nnc(-c2ccccc2)o1)Oc1ccc(Br)cc1
  1%	0%[38.3 µM]	0%[46.1 µM]	-3%	-1.7%	4%	0%
- CCn1c(SC)nnc1-c1sc2cc(Cl)ccc2c1Cl
  6%	29%[38.3 µM]	27%[46.1 µM]	8%	0.9%	-13%	4%
- O=C(COc1ccccc1Cl)Nc1cccnc1
  1%	5%	-17%	-2%	-1.0%	12%[46 µM]	-8%
- Cc1cccc(Nc2n[nH]c(=S)s2)c1C
  0%	9%[38.3 µM]	-8%[46.1 µM]	-5%	0.0%	10%	-3%
- Cc1cc2n(n1)C(c1ccccc1)CC(c1ccc(Br)cc1)=N2 (stereo not given)
  24%	6%	-29%	1%	-1.1%	-9%	-1%
- O=C(NCCCN1CCOCC1)c1ccc(Sc2ccccc2Cl)c([N+](=O)[O-])c1
  -11%	17%	9%	-1%	1.0%	3%	5%
- Cc1cc(=O)oc2cc(OC(C)C(=O)Nc3nccs3)ccc12 (stereo not given)
  -1%	15%[38.3 µM]	-5%[46.1 µM]	-2%	-2.1%	-3%	3%
- CNC(=O)CN1C(=O)c2ccccc2S1(=O)=O
  3%	9%[38.3 µM]	-4%[46.1 µM]	-2%	-1.3%	1%	17%
- COc1ccc(N2CCN(C(=O)c3ccc(COc4ccc5c(C)cc(=O)oc5c4)cc3)CC2)cc1
  -5%	4%	-1%	2%	0.2%	-3%	-2%
- CC(C)OC(=O)C1=C2SCC(=O)N2C(N)=C(C#N)C1
  2%	-6%[38.3 µM]	-10%[46.1 µM]	-8%	0.0%	12%	2%
- S=C(Nc1ccccc1)Nn1cnnc1
  4%	-3%	18%	-9%	0.0%	-6%	2%
- Clc1ccc(-c2nc3ncccn3c2Nc2ccc3c(c2)OCCO3)cc1
  -1%	1%[38.3 µM]	6%[46.1 µM]	-18%	15%&0.8%	-12%	-3%
- CC(=O)N1CCCc2cc(S(=O)(=O)CCC(=O)N3CCN(c4ccccc4)CC3)ccc21
  -5%	2%[38.3 µM]	-7%[46.1 µM]	5%	-0.2%	10%	0%
- C=CCn1c(COc2ccccc2)nnc1SCC(=O)N/N=C/c1cc(Cl)ccc1O
  -9%	-15%[38.3 µM]	5%[46.1 µM]	-10%	0.0%	?	1%
- CC(C)Nc1nc(NC(C)(C)C)nc(Oc2ccc(=O)n(C)n2)n1
  2%	11%	-12%	2%	-0.2%	-8%[46 µM]	-2%
- O=C(NCc1cccnc1)c1ccc(CN2CCc3ccccc3C2)cc1
  2%	-7%	6%[46.1 µM]	-6%	-1.8%	?	2%
- CCn1c(C)cc(/C=C2/NC(=O)N(Cc3ccccc3F)C2=O)c1C
  -32%	7%	-8%	-10%	-1.0%	?	13%
- CCOC(=O)N/N=C/c1ccc(F)cc1
  3%	-3%[38.3 µM]	-3%[46.1 µM]	-6%	-1.2%	5%	-7%
- CCn1cc(C(=O)NCCCN2CCCC2)c(=O)c2cc(S(=O)(=O)N3CCc4ccccc4C3)ccc21
  -4%	13%	-54%	4%	1.1%	/	-1%

# Results in IMPase Li cell (2 entries from above):
SMILES	IMPase Li cell
CC(C)Nc1nc(NC(C)(C)C)nc(Oc2ccc(=O)n(C)n2)n1	11%
CC(=O)N1CCCc2cc(S(=O)(=O)CCC(=O)N3CCN(c4ccccc4)CC3)ccc21	2%[38.3 µM]

# Next section.
# Fields – CBFb-RUNX1 inh	IMPase Li cell	NPSR antagonist	aGal spleen mod	Epigenetic derep	Lamin A splicing	Luc counter
- COc1ccc(OC2C(=O)N(c3ccc(C)c(C)c3)C2c2ccc(OC)c(OC)c2)cc1 (stereo not given)
  -2%	8%	1%	6%	0.0%	-18%	0%
- CC1(C)NC(=O)N(CCOCCOc2ccccc2-c2ccccc2)C1=O
  -2%	12%	-7%	-7%	-0.6%	/	1%
- O=C(NCCc1ccccc1)C1CCCN1C(=O)NCc1ccccc1 (stereo not given)
  11%	/	-9%[46.1 µM]	-13%	-4.1%	1%	/
- Nc1nc(-c2ccc3c(c2)CCCC3)cs1
  -17%	-15%[38.3 µM]	-8%[46.1 µM]	2%	-1.0%	10%	-17%
- COc1ccc(NC(=O)CN2CCN(c3ccccc3)CC2)cc1
  0%	-2%	6%	-3%	-0.1%	12%[46 µM]	0%
- COc1ccc(C(=O)NCC(=O)OCC(=O)NC(=O)NC2CCCCC2)cc1OC
  -1%	-9%[38.3 µM]	-2%[46.1 µM]	-6%	-0.7%	3%	0%
- CN(CC(O)CON=C1c2ccccc2-c2ccccc21)S(=O)(=O)c1ccc(Br)cc1 (stereo not given)
  13%	5%	-48%	-3%	-1.1%	?	-1%
- CCOc1ccc(CCNc2nc3c(c(=O)n(C)c(=O)n3C)n2CC)cc1OCC
  3%	10%[38.3 µM]	-3%[46.1 µM]	2%	3.4%	?	0%
- COc1ccc(S(=O)(=O)Cc2ccc(C(=O)N3CCN(c4ccccc4F)CC3)o2)cc1
  1%	18%[38.3 µM]	-18%[46.1 µM]	-7%	-8.9%	-6%	7%
- O=P(O)(O)CP(=O)(O)O
  2%	-9%[38.3 µM]	-7%[46.1 µM]	-16%	-2.5%	12%	-4%
- O=C(COC(=O)c1ccco1)Nc1ccccc1
  9%	-1%[38.3 µM]	-1%[46.1 µM]	9%	-1.6%	4%	-3%
- CNC(=S)N/N=C(\C)c1ccc(N2CCOCC2)cc1
  -9%	-3%	?	-3%	?	-11%	-1%
- S=c1sc(SCCOc2ccccc2)nn1-c1ccccc1
  ?	1%	-11%	-1%	0.0%	2%	-2%
- O=C(CSc1nnc(-c2cccnc2)n1Cc1ccccc1)NCc1ccco1
  6%	/	-7%[46.1 µM]	1%	-3.9%	5%	/
- COc1cc2nc(NC(=O)c3ccccc3)[nH]c(=O)c2cc1OC
  2%	17%[38.3 µM]	-8%[46.1 µM]	0%	-1.1%	-7%	-3%
- CCOC(=O)N1CCN(C(=O)C(C)n2nc(C)n3c(cc4sccc43)c2=O)CC1 (stereo not given)
  5%	13%[38.3 µM]	-11%[46.1 µM]	6%	0.0%	-8%	-3%
- COC(=O)c1ccc(Cl)c(NC(=O)CN2CCN(C)CC2)c1
  0%	-3%[38.3 µM]	-16%[46.1 µM]	1%	-1.0%	-3%	-5%
- COc1cc(C(=O)Nc2cccc(-c3nc4cc(C)ccc4o3)c2)cc(OC)c1OC
  -8%	-24%	-8%	2%	0.0%	-5%	-1%
- COc1ccc(C(=O)N2CCC3(CC2)CCN(c2ccccc2)CC3)cc1
  /	7%	/	-4%	/	/	1%
- CCN1C(=O)/C(=C2/C=Cc3cc(C)ccc3N2CC)N(C)C1=S
  ?	54%[activator]	-50%	1%	-1.0%	-14%	10µM*
- Cc1ccc(-n2c(C)cc(/C=N/NC(=O)c3ccc(CN4CCOCC4)cc3)c2C)cc1
  -15%	16%[38.3 µM]	7%[46.1 µM]	0%	0.2%	?	-2%
- COC(=O)c1cccc(NC(=S)Nc2cc(Cl)ccc2OC)c1
  -9%	5%	21%	9%	1.6%	13%[46 µM]	0%
- CCc1cccc2c1NC(=O)[C@]21[C@@H]2C(=O)N(Cc3ccccc3)C(=O)[C@@H]2[C@@H]2CCCN21
  -6%	3%[38.3 µM]	-14%[46.1 µM]	-8%	-0.7%	6%	-1%
- N#CCCN(CCC#N)C(=O)COc1ccc(Cl)cc1Cl
  1%	1%	3%	0%	-1.0%	7%	-2%
- O=C(Oc1ccccc1)N1CCC2(CCCN(c3cccc(-c4ccccc4)c3)C2)CC1
  /	11%	/	-6%	/	/	1%
- C#CCNC(=O)C1=C[C@@H](c2ccc(Br)cc2)C[C@@H](OCCCCO)O1
  -6%	1%	0%	-6%	-1.5%	/	/
- CCOC(=O)/C(C#N)=C\c1ccc(N2CCN(C/C=C/c3ccccc3)CC2)cc1
  ?	12%	-1%[46.1 µM]	1%	0.0%	-11%	0%
- CCc1ccc(C2C(C(C)=O)=C(C(=O)OC)Nc3nnnn32)cc1 (stereo not given)
  0%	-2%	?	1%	0.0%	-6%	3%
- COc1ccc(N2CC(NC(=O)NCCC(C)C)CC2=O)cc1 (stereo not given)
  1%	0%	-1%[46.1 µM]	9%	0.0%	-2%	-2%
